# CendR NRP1 mod – NRP-1/CendR interaction modulation; actives 0.85% (n = 360,000); FAM-RPARPAR peptide binding to NRP-1, fluorescence polarization; inhibition, % at 25 µM;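 active = inhibition or corrected inhibition above about 18%, plus a signal ratio from 0.5 to 1.5, limit read from the data, passing the limit was not always enough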; note: strong numbers were not always called active
# Target sequence (O14786 whole entry, looked up): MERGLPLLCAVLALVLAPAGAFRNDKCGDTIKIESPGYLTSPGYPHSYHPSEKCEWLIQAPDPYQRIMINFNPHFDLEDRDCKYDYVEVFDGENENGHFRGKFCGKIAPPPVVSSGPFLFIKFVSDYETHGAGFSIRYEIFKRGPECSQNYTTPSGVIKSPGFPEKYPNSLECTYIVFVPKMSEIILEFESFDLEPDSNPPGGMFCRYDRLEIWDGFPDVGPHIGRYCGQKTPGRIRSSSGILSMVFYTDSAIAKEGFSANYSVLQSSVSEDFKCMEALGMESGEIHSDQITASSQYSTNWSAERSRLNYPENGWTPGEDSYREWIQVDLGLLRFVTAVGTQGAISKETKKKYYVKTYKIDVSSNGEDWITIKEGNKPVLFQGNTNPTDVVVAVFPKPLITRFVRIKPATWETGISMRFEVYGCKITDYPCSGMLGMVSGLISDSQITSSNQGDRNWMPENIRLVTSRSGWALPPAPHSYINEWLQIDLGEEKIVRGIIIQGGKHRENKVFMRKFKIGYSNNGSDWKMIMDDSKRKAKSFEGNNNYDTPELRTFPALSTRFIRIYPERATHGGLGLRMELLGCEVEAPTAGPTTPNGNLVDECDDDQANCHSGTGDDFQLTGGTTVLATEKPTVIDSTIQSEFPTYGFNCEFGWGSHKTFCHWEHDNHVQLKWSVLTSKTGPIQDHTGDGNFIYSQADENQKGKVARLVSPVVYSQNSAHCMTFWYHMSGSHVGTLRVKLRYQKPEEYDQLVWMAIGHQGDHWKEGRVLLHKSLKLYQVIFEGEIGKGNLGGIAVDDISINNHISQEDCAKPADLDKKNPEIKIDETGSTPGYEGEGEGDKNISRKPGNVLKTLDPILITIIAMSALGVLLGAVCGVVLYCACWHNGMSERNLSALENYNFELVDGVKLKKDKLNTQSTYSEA
# Rpn11 inh – inhibitors of human proteasome Rpn11. O00487. human 26S proteasome, Ub4-pepOG fluorescence polarization; 20S core pre-blocked with epoxomicin. calls only at 20 µM. actives 0.59% (n = 360,000). AID 588493;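 active = inhibition at 20 µM, scaled to each plate's controls, above about 33%, limit read from the data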
# DNMT1 inh – blocks human DNA methyltransferase DNMT1; P26358; inhibition (reported as % activation of signal), % at 10 µM; actives 0.83% (n = 360,000); DNMT1 molecular beacon, Hinp1I cleavage, fluorescence; in the data active = inhibition above about 50%
# NadD inh – blocks S. aureus nicotinate mononucleotide adenylyltransferase; inhibition, % at 20 µM; actives 0.78% (n = 360,000); purified NadD enzyme, colorimetric absorbance read-out; AID 602399; in the data active = inhibition above about 26%; note: some compounds past the cut are filed as inactive
# STEP inh – inhibitors of human striatal-enriched phosphatase STEP; P54829; recombinant STEP, OMFP fluorogenic substrate, fluorescence; inhibition, % at 20 µM; actives 0.25% (n = 360,000); AID 588621;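 active = inhibition at 20 µM, scaled per plate between control wells, above about 37%, limit read from the data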;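 note: 0% = DMSO with enzyme and substrate and 100% = substrate only without enzyme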
#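 Assay system: isolated STEP enzyme. Buffer or medium: pH 6.0 Bis-Tris with DTT and Tween 20. Also added: fluorogenic phosphatase substrate OMFP at 25 µM final. Dosing: 20 µM, 1% DMSO. Timing: 20 min reaction, room temperature, in the dark. Measured by: fluorescence intensity, excitation 480 nm, emission 540 nm. Evaluation: normalized % inhibition.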
# MT1-MMP act inh – blocks activation of human MT1-MMP | P50281 | HT1080 RFP-PRO-GFP cells, GFP/RFP ratio fluorescence, overnight; percent of plate control window, DMSO zero | GFP/RFP ratio change, % at 20 µM | actives 0.061% (n = 360,000) | AID 651647;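 active = GFP/RFP ratio change of at least 30% with cell ATP level not reduced by more than half and red fluorescence within 50% of control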; note: strong numbers were not always called active
#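 Assay system – RFP-PRO-GFP reporter HT1080 cells · Compound dosing – single dose of 20 µM compound, 1% DMSO final · Incubation – overnight compound exposure at 37 °C · Measure – GFP/RFP fluorescence ratio · Benchmarks – DMSO wells and RFP-L50D-GFP cells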
# Scp-1 inhibitor – Scp-1 (human) phosphatase inhibition; Recombinant Scp1, phosphopeptide, malachite green phosphate absorbance; inhibition, % at 20 µM; actives 0.88% (n = 340,000);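 active = inhibition above about 50% at 20 µM, limit read from the data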;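 note: plate controls were DMSO wells with enzyme for no effect and wells lacking enzyme for full effect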
#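 Material: truncated SCP-1 phosphatase (76-261aa) / Buffer or medium: 50 mM Tris acetate pH 5.5, 0.005% Tween-20, 10 mM MgCl2 / Compound dosing: one concentration, 20 µM, with 1.0% DMSO / Incubation: 45 min room-temperature reaction, 5 min colour, 30 min stabiliser / Detection: colorimetric free-phosphate detection, absorbance 630 nm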
# SUMO1 PPI mod – alters human SUMO1 binding to SIM partners; P63165; SUMO1 binding to a labelled peptide, TR-FRET, 1 h; inhibition, % at 20 µM; actives 0.33% (n = 360,000); AID 602429; in the data active = inhibition above about 37%
# LMPTP block – blocks human LMPTP phosphatase | P24666 | actives 0.22% (n = 360,000) | inhibition, % at 20 µM | recombinant LMPTP-A, OMFP fluorogenic substrate, fluorescence intensity;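 active = compounds that cut the enzyme signal by at least half of the control window in the single-dose screen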;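 note: plate controls were DMSO wells with enzyme plus substrate for no effect and substrate without enzyme for full effect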
# Target sequence (P24666 whole entry, looked up): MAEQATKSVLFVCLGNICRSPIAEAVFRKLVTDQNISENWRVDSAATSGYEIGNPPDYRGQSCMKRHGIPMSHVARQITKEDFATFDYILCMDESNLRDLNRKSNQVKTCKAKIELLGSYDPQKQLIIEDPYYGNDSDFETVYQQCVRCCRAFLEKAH
#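 test system = LMPTP-A | amount = 0.625 nM LMPTP-A final | reagent = fluorogenic phosphatase substrate OMFP at 400 µM final | incubation = 50 min at room temperature | benchmarks = no-enzyme low control, uninhibited high control | medium = Bis-Tris pH 6.0, DTT, detergent | signal = fluorescence intensity of OMFP turnover product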
# SKN-1 inh – blocks SKN-1 activity in C. elegans. inhibition, % at 21.8 µM. actives 0.49% (n = 360,000). C. elegans VP596 Pgst-4::GFP/RFP ratio, acrylamide-induced, 24 h;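 active = interference check ratio from 0.5 to 1.5 plus GFP to RFP signal ratio inhibition reaching or exceeding a fixed threshold, cut at about 30% in these data, passing the limit was not always enough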; note: some compounds called inactive have numbers as strong as hits
# Starred values were filed as active, the others as inactive; i = inactive; · = not tested or not shown; + = active, no number.
SMILES,CendR NRP1 mod,Rpn11 inh,DNMT1 inh,NadD inh,STEP inh,MT1-MMP act inh,Scp-1 inhibitor,SUMO1 PPI mod,LMPTP block,SKN-1 inh
O=C(CCCN1C(=O)CSc2ncccc21)N1CCN(Cc2ccccc2)CC1,-2,i,2,-3,1,-1,-12,-3,-2.0,-5
CC(C)Oc1ccc(Cc2cnc(N)nc2N)cc1,-6,i,-1,5,4,-4,-7,1,21,-1
CC(=O)N1CC2(C)CN(C(C)=O)CC(C)(C1)C2=O,12,i,-2,-1,0,-10,-3,1,-0.5,10
CC(C)c1nc(=S)c2ccccc2[nH]1,13,i,-5,6,-3,-2,-10,-4,-1.9,7
CC(=O)Nc1ccc(NC(=O)CSc2nnc(NC(=O)Cc3ccc(F)cc3)s2)cc1,-3,i,2,-11,0,1,-5,2,1.5,-5
CCOC(=O)c1cccc(C2=CC(=O)C[C@H](c3ccc(OC)c(OC)c3)C2)c1,10,i,-4,-7,1,0,-8,-26,0.6,2
OC(c1ccc(Cl)c(Cl)c1)c1ncc(-c2cccc(F)c2)[nH]1 (stereo not drawn),-6,i,-8,-2,-2,9,·,3,0.4,5
CN1CCN(c2nc(-c3ccco3)cc(C(F)(F)F)n2)CC1,0,i,0,-7,-1,-1,2,0,0.4,-4
COc1ccccc1CCC(=O)Nc1ccc2c(c1)c(=O)n(C)n2Cc1ccc(F)cc1,-8,i,-2,-3,-3,-3,·,2,-0.6,12
COc1ccc(CCNC2=CC(=O)CCC2)cc1OC,-23,i,4,4,-2,2,·,-4,-1.7,-1
CN1CCC(CO)(Cc2ccccc2)CC1,1,i,1,-8,-2,-2,-3,-2,-0.5,7
BrC(/C=N/N1CCN(Cc2ccccc2)CC1)=C/c1ccccc1,-8,i,0,3,2,-3,8,-9,1.0,6
CCN(Cc1nc2cc(Cl)ccc2c(=O)[nH]1)C(=O)c1cc2c(s1)CCCCC2,-7,i,-1,10,0,0,-8,-36,0.6,6
CC(C(=O)Nc1cccnc1)n1cc([N+](=O)[O-])cn1 (stereo not drawn),8,i,3,-12,-3,-4,-3,2,-2.4,-11
O=C(CN1C(=O)COc2ccccc21)N1CCN(c2ccccc2F)CC1,13,i,-1,4,-2,6,-11,0,-0.1,1
COCCn1c(=O)[nH]c2cc(C(=O)NCC3CCCO3)ccc2c1=O (stereo not drawn),-5,i,6,-1,1,0,2,3,-2.8,0
COc1ccc(Br)cc1S(=O)(=O)n1c([N+](=O)[O-])cnc1C,23,i,0,-7,-1,0,-6,0,-4.4,-9
CCCCOc1ccc(CN2CCC(O)CC2)cc1,-4,i,5,4,3,-4,-1,-2,-0.4,1
CCN(CC)S(=O)(=O)c1ccccc1/C=N\O,5,i,3,5,-2,4,4,-1,0.1,-4
COc1ccc(NC(=O)C(=O)c2cn(CC(=O)N3CCOCC3)c3ccccc23)cc1OC,-2,i,-3,2,-2,4,-8,-12,-1.3,-1
NC(=O)[C@@H]1CCCNc2c(F)cc([N+](=O)[O-])cc2C(=O)N[C@@H](CCC(=O)O)C(=O)N[C@@H](CO)C(=O)N1,-5,i,-1,1,-1,0,1,-21,-1.1,-7
COc1ccc(CC2NCCC3=CC(=O)CCC32)cc1O (stereo not drawn),13,i,-5,-3,-2,3,2,9,6.9,-1
O=C1c2ccccc2C(=O)N1CCc1csc(-c2cccc(Cl)c2)n1,2,i,-4,-9,0,5,-10,-7,2.1,4
COc1ccc(CNC(=O)O[C@H]2CN(C(=O)OC(C)C)N(C(=O)OC(C)C)[C@@H]3CN(S(=O)(=O)c4ccc(C)cc4)C[C@]23O)cc1OC,-1,i,3,-6,1,5,·,2,-0.2,6
CCOc1ccc(-c2noc(CCCC(=O)NC3CCCCC3)n2)cc1OC,2,i,-1,-6,0,1,-5,2,0.1,-4
CCC(C)CN1C(=O)CSCC1(C)C(=O)NC(C)C (stereo not drawn),11,·,·,·,·,5,·,-2,-0.3,-11
Cc1cc(C(=O)CN2C(=O)NC(C)(c3ccccc3)C2=O)c(C)n1CC1CCCO1 (stereo not drawn),4,i,-1,-2,-4,1,-4,-1,-0.4,21
O=C(CSc1nnc(CCCOc2ccc(Cl)cc2Cl)o1)Nc1ccc(C(=O)O)cc1,-6,i,1,-4,-1,2,-8,0,-0.6,-4
Cc1nc2ccccn2c1C(=O)NNC(=S)Nc1ccccc1,0,i,0,3,0,1,-4,9,-0.2,8
CCCc1cc(=O)oc2cc(C)cc(OCC(=O)N3CCC(C(=O)O)CC3)c12,-5,i,-2,-4,1,2,1,4,-1.1,13
COc1ccc(NC(=O)C2CCCN2S(=O)(=O)c2ccc(Cl)cc2)cc1 (stereo not drawn),-3,i,0,-6,-2,0,-6,5,-1.3,11
NC(CCc1ccccc1)c1csc(Nc2nncc3ccccc23)n1 (stereo not drawn),-3,i,-3,11,5,0,·,-67,1.5,-21
CCn1c(SCC(=O)c2cc(C)ccc2C)nc2cc(S(=O)(=O)N3CCOCC3)ccc21,-2,i,-5,5,0,-2,1,4,2.5,2
COc1cc(NS(=O)(=O)c2ccc(NC(=S)NC(=O)c3ccco3)cc2)nc(OC)n1,9,i,3,-9,1,3,-7,5,-1.9,-1
CCOC(=O)COc1cc(OCC(=O)OCC)c2c(=O)cc(-c3ccccc3)oc2c1,-8,i,0,2,-4,4,-4,-1,-0.2,13
O=C(O)c1ccc(NS(=O)(=O)c2cc(C(=O)O)ccc2Br)cc1,18,i,5,-2,3,5,5,3,-0.9,3
Cc1c(Cl)cccc1NC(=S)NC(=O)c1ccccc1,-6,i,0,-2,0,2,·,8,0.7,6
CCCCCCC1CC(=CN(C)C)C(=O)O1 (stereo not drawn),1,i,0,-4,1,-5,·,5,-0.2,-2
Cn1ccnc1CC(O)(c1ccccc1)c1ccccc1,-2,i,-3,1,-1,-3,-5,-4,-0.5,-8
O=C(NCc1ccccc1Cl)C1CCCN(S(=O)(=O)c2cnc[nH]2)C1 (stereo not drawn),6,i,5,-3,2,-3,-15,-2,-0.7,-8
O=C(NC(Cc1ccccc1)C(=O)O)OCC1c2ccccc2-c2ccccc21 (stereo not drawn),-15,i,-2,-1,-1,1,-11,-1,-1.5,11
CNS(=O)(=O)c1cc(C(=O)OCC(=O)NC2CCCc3ccccc32)ccc1Cl (stereo not drawn),-4,i,0,-6,-4,0,-4,1,-0.4,8
Cc1ccc(C)c(NC(=O)C(c2ccccc2)N2CCOCC2)c1 (stereo not drawn),-4,i,-2,-1,-2,0,-3,-1,-0.2,-5
CC(C)NS(=O)(=O)c1ccc(OCC(=O)N2CCN(c3ccccc3)CC2)cc1,6,i,1,0,-1,3,-3,-1,0.3,17
Cc1cccc(Cl)c1NC(=O)N1CCCN(c2ncccc2[N+](=O)[O-])CC1,-3,i,0,-2,-2,-1,-5,-9,3.3,1
Cc1ccc(N=Nc2c(C)[nH]n(-c3ccccc3)c2=O)cc1,-6,i,-7,1,1,6,-5,-8,3.2,8
Cc1onc(-c2c(F)cccc2Cl)c1C(=O)Nc1nnc(C2CC2)s1,6,i,-4,8,4,3,1,3,0.6,13
COC(=O)c1ccc(COc2ncnc3sccc23)cc1,4,i,5,-3,1,-1,-6,3,1.0,-17
CCCN1C2CCCC1CC(NC(=O)c1ccc(OC)cc1)C2 (stereo not drawn),-8,i,1,-1,-2,2,-2,-2,-0.2,5
Cc1ccc(/C=N/NC(=O)CSc2nnc(-c3ccccc3)n2-c2ccc(Cl)cc2)o1,-10,i,-6,7,1,1,-5,-2,-0.7,20
CCOC(=O)CSc1n[nH]c(-c2ccco2)n1,2,i,0,4,-3,4,-12,0,-1.7,8
CC1(C)c2[nH]c3ccccc3c2C[C@H]2C(=O)N(CCCO)CC(=O)N21,3,i,3,-1,1,2,-7,0,0.1,2
Cc1c(O)ccc2c(CC(=O)N[C@@H](Cc3ccc(O)cc3)C(=O)O)cc(=O)oc12,5,i,3,0,-2,4,19,4,0.5,-9
O=C1/C(=C/c2ccc([N+](=O)[O-])cc2)C=C(c2ccccc2)N1c1ccccc1,-27,+,3,7,1,-6,3,-22,-0.8,9
COc1cc(NC(=O)c2cccs2)c(OC)cc1NC(=O)Cc1ccccc1,9,i,-1,-3,0,13,-8,5,-0.5,8
COc1ccc(-n2c(Cc3cc(=O)[nH]c(=O)[nH]3)nnc2SCc2ccccc2)cc1,-4,i,-2,-4,0,-6,3,1,-1.4,-9
COc1ccc(CNC(=O)CC(C)CC2=NS(=O)(=O)c3ccccc3N2)cc1 (stereo not drawn),-7,i,1,-5,3,-2,-13,-6,-1.1,1
COc1ccc(CNC(=O)CSCc2cnn(-c3ccccc3)c2-n2cccc2)cc1,-6,i,-1,-1,2,-2,-8,5,0.7,20
CC(C)(C)C(=O)O/N=C1/C(=O)N(c2ccccc2)c2ccccc21,0,i,22,-5,13,-2,89*,-17,4.4,-16
O=C(Nc1cc(Cl)ccc1N1CCCC1)C1=COCCO1,8,i,-46,-1,-1,-11,-10,-40,10,-6

# More structures.
SMILES,CendR NRP1 mod,Rpn11 inh,DNMT1 inh,NadD inh,STEP inh,MT1-MMP act inh,Scp-1 inhibitor,SUMO1 PPI mod,LMPTP block,SKN-1 inh
Cc1ccccc1Nc1nc(Cl)c(C=O)s1,-33,i,1,0,-1,-12,6,-8,-0.9,-1
Cc1ccc(C(=O)COC(=O)CCCC(=O)NC2CCCCC2)cc1[N+](=O)[O-],6,i,0,-4,-2,6,4,-13,-1.5,10
Cc1ccc(C)n1NC(=O)c1ccccc1Cl,9,i,-7,26,-3,-3,-10,15,0.8,19
COc1ccc(Cc2c(C3CCCCC3)nc3c4ccccc4ccn23)c(C)c1,-46,i,-21,5,-4,0,·,8,1.5,13

# Another view of four compounds above:
SMILES | CendR NRP1 mod | Rpn11 inh | DNMT1 inh | NadD inh | STEP inh | MT1-MMP act inh | Scp-1 inhibitor | SUMO1 PPI mod | LMPTP block | SKN-1 inh
Cc1ccc(C(=O)COC(=O)CCCC(=O)NC2CCCCC2)cc1[N+](=O)[O-] | 6 | i | 0 | -4 | -2 | 6 | 4 | -13 | -1.5 | 10
COc1ccc(Cc2c(C3CCCCC3)nc3c4ccccc4ccn23)c(C)c1 | -46 | i | -21 | 5 | -4 | 0 | · | 8 | 1.5 | 13
Cc1ccc(C)n1NC(=O)c1ccccc1Cl | 9 | i | -7 | 26 | -3 | -3 | -10 | 15 | 0.8 | 19
Cc1ccccc1Nc1nc(Cl)c(C=O)s1 | -33 | i | 1 | 0 | -1 | -12 | 6 | -8 | -0.9 | -1

# Source: PubChem BioAssay
